# Bioassay records (PubChem)
# CSN deneddyl inh = inhibitors of CSN-mediated cullin deneddylation, primary screen, biochemical, fluorescence polarization, uHTS. COP9 signalosome complex subunit 5 (Homo sapiens), Q92905. Purified CSN, SCF-Nedd8-OG deneddylation. inhibition, % at 12.5 µM. 360,000 compounds, 0.38% hits. AID 651999, 2013;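 active = pattern-corrected inhibition above about 35%, with an unprinted fluorescence ratio check between 0.5 and 1.5, limit read from the data, passing the limit was not always enough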;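 also: 0% = enzyme with substrate and 100% = substrate without enzyme; some results filed as inactive read as strong as hits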
#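 Assay system: purified human Csn5 enzyme expressed in HEK293T cells; measure: % inhibition; also added: SCFSkp2-Nedd8OG substrate at 10 nM final; technique: fluorescence polarization; times: reaction 90 min, room temperature; medium: Tris buffer pH 7.5, NaCl, DTT, Tween-20, trehalose, ovalbumin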
# Scp-1 inhibitor = Scp-1 phosphatase inhibitors, primary screen, biochemical, colorimetric, uHTS | Carboxy-terminal domain RNA polymerase II polypeptide A small phosphatase 1 (Homo … | AID 493091, 2011 | Recombinant Scp1, phosphopeptide, malachite green phosphate absorbance | 340,000 compounds, 0.88% hits | inhibition, % at 20 µM;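 active = inhibition above about 50% at 20 µM, limit read from the data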;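 also: plate controls were DMSO wells with enzyme for no effect and wells lacking enzyme for full effect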
# Target sequence (Q9GZU7 76-261 limits assumed): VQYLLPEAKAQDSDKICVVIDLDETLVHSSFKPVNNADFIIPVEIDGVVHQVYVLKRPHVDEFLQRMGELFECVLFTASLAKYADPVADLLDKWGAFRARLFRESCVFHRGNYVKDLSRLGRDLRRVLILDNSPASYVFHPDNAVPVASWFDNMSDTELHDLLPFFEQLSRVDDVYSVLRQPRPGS
#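 Test system – truncated SCP-1 phosphatase (76-261aa) · Reagent – Phosphorylated 17-residue peptide substrate · Incubation – 45 min room-temperature reaction, 5 min colour, 30 min stabiliser · Detection – colorimetric phosphate reagent with accelerator and stabiliser, absorbance at 630 nm · Measure – % inhibition at 20 µM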
# Rpn11 block = Rpn11 (PSMD14) deubiquitinase inhibitors, primary screen, biochemical, fluorescence polarization, uHTS | human 26S proteasome, Ub4-pepOG fluorescence polarization; 20S core pre-blocked with epoxomicin | calls only at 20 µM | 360,000 compounds, 0.59% hits | AID 588493, 2011;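 active = inhibition at 20 µM, scaled to each plate's controls, above about 33%, limit read from the data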
# TbMetRS inhib = T. brucei MetRS inhibitors, primary screen, biochemical, luminescence. 360,000 compounds, 0.4% hits. AID 624268, 2012. methionyl-tRNA synthetase (Trypanosoma brucei brucei). inhibition, % at 11.9 µM. purified T. brucei MetRS, ATP depletion, Kinase-Glo luminescence;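 active = inhibition above a per-plate cutoff of the control wells' mean inhibition plus 3 SD, cut at about 5.5% in these data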;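 also: 0% = DMSO wells median and 100% = median of wells with control inhibitor compound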
#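 Measured by: Kinase-Glo luciferase luminescence reporting remaining unconsumed ATP. Material: purified T. brucei MetRS enzyme. Doses: 11.9 µM compound single dose, 0.9% DMSO. Medium: HEPES buffer containing pyrophosphatase, BSA, spermine, DTT. Times: 15 min preincubation, 2 h reaction, all 25 °C. Reagent: methionine, ATP and bulk E. coli tRNA.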
# LMPTP block = LMPTP phosphatase inhibitors, primary screen, biochemical, fluorescence intensity, uHTS. Low molecular weight phosphotyrosine protein phosphatase (Homo sapiens), P24666. recombinant LMPTP-A, OMFP fluorogenic substrate. inhibition, % at 20 µM. 360,000 compounds, 0.22% hits;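 active = compounds that cut the enzyme signal by at least half of the control window in the single-dose screen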;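 also: plate controls were DMSO wells with enzyme plus substrate for no effect and substrate without enzyme for full effect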
# Target sequence (P24666 whole entry, looked up): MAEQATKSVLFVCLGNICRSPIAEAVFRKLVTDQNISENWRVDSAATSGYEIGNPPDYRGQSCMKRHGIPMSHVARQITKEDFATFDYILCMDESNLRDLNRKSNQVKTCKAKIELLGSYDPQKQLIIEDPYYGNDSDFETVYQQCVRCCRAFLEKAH
#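 Test system: LMPTP-A phosphatase enzyme. Amount: LMPTP-A at 0.625 nM final in the reaction. Reagent: OMFP substrate, 400 µM final. Times: 50 min at room temperature. Signal: endpoint fluorescence intensity from OMFP dephosphorylation. Read-out basis: % inhibition. Benchmarks: no-enzyme and uninhibited controls.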
# SUMO1 PPI mod = modulators of SUMO1 protein-protein interactions, primary screen, biochemical, uHTS; 360,000 compounds, 0.33% hits; inhibition, % at 20 µM; SUMO1 binding to a labelled peptide, TR-FRET, 1 h; Small ubiquitin-related modifier 1 (Homo sapiens), P63165; in the data active = inhibition above about 37%
# Target sequence (P63165 whole entry, looked up): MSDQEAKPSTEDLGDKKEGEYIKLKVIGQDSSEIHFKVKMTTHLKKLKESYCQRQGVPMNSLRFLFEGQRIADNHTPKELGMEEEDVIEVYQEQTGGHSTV
# MsrA inhibitor = bovine MsrA enzyme inhibitors, primary screen, biochemical, absorbance, HTS. purified bovine MsrA, absorbance read-out. 360,000 compounds, 0.75% hits. inhibition, % at 15.5 µM; in the data active = inhibition above about 4.5%;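 also: 0% = vehicle wells with enzyme and 100% = reference inhibitor wells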
# DNMT1 inh = human DNMT1 methyltransferase inhibitors, primary screen, biochemical, molecular beacon, fluorescence, HinP1I cleavage, uHTS | inhibition (reported as % activation of signal), % at 10 µM | 360,000 compounds, 0.83% hits | AID 588458, 2011; in the data active = inhibition above about 50%
# STEP block = STEP phosphatase inhibitors, primary screen, biochemical, fluorescence intensity, uHTS; recombinant STEP, OMFP fluorogenic substrate; inhibition, % at 20 µM; 360,000 compounds, 0.25% hits;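 active = inhibition at 20 µM, scaled per plate between control wells, above about 37%, limit read from the data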;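 also: 0% = DMSO with enzyme and substrate and 100% = substrate only without enzyme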
# Target sequence (P54829 whole entry, looked up): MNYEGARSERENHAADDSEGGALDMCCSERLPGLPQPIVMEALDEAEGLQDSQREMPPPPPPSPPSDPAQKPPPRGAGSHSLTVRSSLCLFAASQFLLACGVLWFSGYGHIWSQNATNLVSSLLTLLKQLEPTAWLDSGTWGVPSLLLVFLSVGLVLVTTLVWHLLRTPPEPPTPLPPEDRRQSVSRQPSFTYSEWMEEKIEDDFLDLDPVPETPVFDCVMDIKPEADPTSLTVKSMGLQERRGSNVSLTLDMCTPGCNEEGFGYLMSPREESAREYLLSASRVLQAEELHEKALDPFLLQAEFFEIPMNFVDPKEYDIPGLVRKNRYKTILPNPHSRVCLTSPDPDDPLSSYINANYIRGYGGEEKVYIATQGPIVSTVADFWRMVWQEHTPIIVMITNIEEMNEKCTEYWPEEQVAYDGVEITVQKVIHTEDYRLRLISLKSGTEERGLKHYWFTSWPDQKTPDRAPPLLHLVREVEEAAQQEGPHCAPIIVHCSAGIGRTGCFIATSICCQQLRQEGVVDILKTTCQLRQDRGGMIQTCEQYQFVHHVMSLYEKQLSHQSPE
#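 Test system: STEP tyrosine phosphatase / Reagent: OMFP at 25 µM / Doses: 20 µM, 1% DMSO / Read-out: percent inhibition scaled to no-enzyme and uninhibited-enzyme controls, plate-pattern corrected / Detection: FITC-channel fluorescence of OMFP product / Medium: Bis-Tris buffer pH 6.0, 2.5 mM DTT, 0.005% Tween 20 / Schedule: 20 min at room temperature, dark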
# NadD inh = inhibitors of S. aureus NadD, primary screen, biochemical, colorimetric, uHTS | Nicotinate-nucleotide adenylyltransferase NadD (Staphylococcus aureus N315) | purified NadD enzyme, colorimetric absorbance read-out | inhibition, % at 20 µM | 360,000 compounds, 0.78% hits; in the data active = inhibition above about 26%; also: some compounds past the cut are filed as inactive
# * hit, by the source's call; i = inactive; . = no result given.
SMILES,CSN deneddyl inh,Scp-1 inhibitor,Rpn11 block,TbMetRS inhib,LMPTP block,SUMO1 PPI mod,MsrA inhibitor,DNMT1 inh,STEP block,NadD inh
CCc1ccc(N2CC(C(=O)Nc3nnc(CC)s3)CC2=O)cc1 (centres undefined),-5,-8,i,0.1,-1.8,-1,-0.2,-1,2,0
CCN1C(=O)/C(=C2\C=Cc3cc(C)ccc3N2CC)OC1=S,-3,-6,i,-0.5,1.4,-33,0.8,1,3,-2
O=C(CCC(C(=O)O)N1C(=O)c2ccccc2C1=O)Nc1ccccc1 (centres undefined),-3,10,i,-0.5,0.7,0,1.1,3,-2,2
O=[N+]([O-])c1ccccc1OCC(O)CN1CCN(CC(O)COc2ccccc2[N+](=O)[O-])CC1 (centres undefined),-1,4,i,0.5,-0.1,-11,0.6,-1,-1,-7
CN(C)c1nc(N)nc(-c2nc3ccccc3s2)n1,3,2,i,-1.2,-1.9,2,2.1,0,-5,5
CSCC[C@H](NC(=O)N1CCn2c1nc1ccccc12)C(=O)N1CCCCC1,-1,1,i,-0.5,-1.0,-4,-0.7,1,-1,-15
CC(=O)Nc1cccc(NC(=O)CSc2nnnn2C(C)C)c1,3,1,i,-0.3,0.4,4,1.0,-1,3,0
COc1ccc(NS(=O)(=O)c2cc(NC(=O)CCc3ccccc3)ccc2N2CCOCC2)cc1,-3,-9,i,0.1,2.0,10,0.7,-7,-1,6
Cn1cc(S(=O)(=O)N2CCCC2)cc1C(=O)NCc1ccc(F)cc1,0,6,i,-0.3,-1.2,-7,-0.1,2,-3,-6
Cc1cc(CNC(=O)CC2C(=O)NCCN2CC(c2ccccc2)c2ccccc2)on1 (centres undefined),-9,1,i,-1.0,1.3,-2,-0.3,-6,1,2
O=C(O)[C@H]1CCCN1C(=O)c1ccccc1N1C(=O)[C@@H]2Cc3c([nH]c4ccccc34)C(c3cccc(Cl)c3)N2C1=O (some centres undefined),-4,-4,i,8.3*,-1.4,1,1.6,-1,0,15
CC(C)OC(=O)c1ccc(N2CCN(c3ccc(F)cc3)CC2)nc1,-5,-10,i,-0.1,0.7,-1,0.8,4,1,-6
COCCCNCCOCCOc1ccccc1-c1ccccc1,4,-5,i,-0.4,-1.5,-2,0.3,1,-1,-5
CCOC(=O)N1CCN(C(=S)Nc2ccc(C)cc2)CC1,-15,-5,i,-1.1,-1.6,-1,0.9,-4,-1,-2
CCCc1nc2nc(C)c(NS(=O)(=O)c3ccc([N+](=O)[O-])cc3)c(=O)n2[nH]1,4,2,i,-1.1,2.1,-29,-1.6,2,-1,-1
CN(C)S(=O)(=O)c1cccc(C(=O)Nc2cc3c(cc2C(=O)O)OCCCO3)c1,0,-13,i,0.3,-2.1,-2,2.8,1,0,-5
COc1ccc(C2(C)NC(=O)N(CC(=O)Nc3ccc(C)cc3Br)C2=O)cc1OC (centres undefined),5,-5,i,-0.3,-0.2,6,0.5,-1,-1,1
Cn1c(=O)[nH]c(=O)c2c1nc(CN1CCN(c3ccccc3F)CC1)n2CC(N)=O,-3,-12,i,0.8,-0.6,-4,-1.2,1,-2,-2
O=C(CCN1CCN(c2ccccc2)CC1)Nc1ccccc1,-1,1,i,1.4,0.2,-1,-1.0,-1,-1,1
COCCN(C(=O)CSc1nnc(-c2ccc(F)cc2)n1N)c1c(N)n(CC(C)C)c(=O)[nH]c1=O,-3,.,i,0.0,-0.5,0,1.2,1,-2,0
CCNC(=S)SCCOc1ccccc1C,-10,-1,i,-0.8,1.6,-1,-0.4,-2,0,-8
Cc1cc(NC(=O)C(=O)NCCN2CCN(C(=O)c3cccs3)CC2)ccc1Br,3,0,i,-0.5,0.1,-3,-0.4,7,1,-2
NC(c1ccccc1)c1csc(Nc2ccccn2)n1 (centres undefined),-5,.,i,-0.2,-1.1,4,3.2,3,-2,-3
CCC(=O)Nc1cccc(C(=O)OC)c1,2,-6,i,-0.7,-0.5,1,-0.8,7,-2,-10
CCOc1ccc(S(=O)(=O)N2CCN(C(=O)c3oc4ccc(OC)cc4c3C)CC2)cc1,3,-15,i,-0.2,4.4,0,-1.7,-4,4,-7

# Not a retest: two of the compounds above.
SMILES,CSN deneddyl inh,Scp-1 inhibitor,Rpn11 block,TbMetRS inhib,LMPTP block,SUMO1 PPI mod,MsrA inhibitor,DNMT1 inh,STEP block,NadD inh
CCC(=O)Nc1cccc(C(=O)OC)c1,2,-6,i,-0.7,-0.5,1,-0.8,7,-2,-10
CCOc1ccc(S(=O)(=O)N2CCN(C(=O)c3oc4ccc(OC)cc4c3C)CC2)cc1,3,-15,i,-0.2,4.4,0,-1.7,-4,4,-7

# Continuation.
SMILES,CSN deneddyl inh,Scp-1 inhibitor,Rpn11 block,TbMetRS inhib,LMPTP block,SUMO1 PPI mod,MsrA inhibitor,DNMT1 inh,STEP block,NadD inh
CCCCC(=O)Nc1ccc(NC(=O)c2cccnc2)cn1,-1,1,i,-0.3,-1.3,4,1.1,1,2,0
COc1cccc(CNC(=O)c2cccc(S(=O)(=O)N3CCN(Cc4ccccc4)CC3)c2)c1,-3,-7,i,-0.1,-6.7,-9,0.2,-5,0,0
CCN(CCn1cccn1)C(=O)C1CCC(=O)N(CC2CCCCC2)C1 (centres undefined),-4,-4,i,0.2,-1.2,2,0.4,-2,2,-3
O=C(N/N=C\c1ccc(Br)o1)C1COc2ccccc2O1 (centres undefined),14,40,i,-0.4,1.8,3,0.2,51*,4,3
COc1cc(CCC(=O)OCC(=O)Nc2c(C)cccc2C(C)C)cc(OC)c1OC,-9,-3,i,-0.5,-2.5,-4,0.4,1,-2,-3
NC(=O)c1sc2nc(N3CCCCC3)c3c(c2c1N)CCCC3,-3,2,i,-1.7,-1.0,-2,1.0,-1,-1,2
O=C(COC(=O)Cc1c(F)cccc1Cl)NC(=O)Nc1ccccc1F,-10,-8,i,-0.1,1.5,-1,0.9,0,-1,-14
O=C(C1CCN(c2nnnn2-c2ccccc2)CC1)N1CCN(c2ccccc2)CC1,-2,-6,i,-0.6,-1.0,1,-0.2,4,-2,-1
Cc1ccc(-c2csc3ncnc(NCCC(=O)O)c23)cc1C,-3,-5,i,-0.5,-1.1,11,-0.8,2,1,-4
Cc1cc(C)cc(NC(=O)C2CCN(c3nccs3)CC2)c1,8,-2,i,-0.8,0.3,-2,-0.8,-5,-1,8
Cc1ccc(C)c(N2CCN(CC(=O)Nc3ccc4[nH]c(=O)[nH]c4c3)CC2)c1,1,-5,i,-0.3,-0.1,-1,0.9,2,-5,6
CN(C)S(=O)(=O)c1cc(S(=O)(=O)N(C)C)c(Cl)cc1N,5,0,i,-1.5,-2.5,4,-0.8,2,0,-3
CC(=O)Nc1sc(C)c(C)c1C(=O)Nc1ccc(C)cc1,4,-5,i,0.2,-0.3,1,-0.9,-1,0,-3
COc1ccc(CNC(=O)c2cc3cccc(OC)c3oc2=N)cc1,-5,-13,i,0.5,1.1,-20,-0.4,-3,0,1
Cc1ccccc1N(C(=O)c1snc(C(N)=O)c1N)C(C(=O)NCC1CCCO1)c1ccc(F)cc1 (centres undefined),4,-7,i,-0.8,0.4,-5,1.3,-5,0,-2
Cc1ccc(NC(=O)COC(=O)c2cc(Cl)cc(Cl)c2)c(Br)c1,-15,4,i,-0.6,-2.0,-1,0.6,21,-2,13
CC1CN(c2ccc(NC(=O)c3ccco3)cc2C(=O)O)CC(C)O1 (centres undefined),-3,-13,i,0.0,-1.7,4,0.7,2,0,0
O=C(Nc1ccc(F)cc1)NC1CCCc2ccccc21 (centres undefined),-5,-8,i,-0.1,0.5,-3,-0.9,-1,-1,-4
CCc1cc(=O)oc2c(C)c(OCC(=O)NCCCn3ccnc3)ccc12,-3,-5,i,0.3,-0.2,5,0.8,1,-3,-2
O=C(NCc1ccccc1)c1ncn(Cc2ccccc2)c1C(=O)NCc1ccccc1,1,-14,i,-0.1,1.6,7,0.8,1,-1,-2

# Results in SUMO1 PPI mod, MsrA inhibitor and LMPTP block, for 4 of the compounds above:
compound,SUMO1 PPI mod,MsrA inhibitor,LMPTP block
CN(C)S(=O)(=O)c1cc(S(=O)(=O)N(C)C)c(Cl)cc1N,4,-0.8,-2.5
CC(=O)Nc1sc(C)c(C)c1C(=O)Nc1ccc(C)cc1,1,-0.9,-0.3
COc1ccc(CNC(=O)c2cc3cccc(OC)c3oc2=N)cc1,-20,-0.4,1.1
Cc1ccccc1N(C(=O)c1snc(C(N)=O)c1N)C(C(=O)NCC1CCCO1)c1ccc(F)cc1 (centres undefined),-5,1.3,0.4

# Sorted by SMILES length (highest first): three of the compounds above.
SMILES,CSN deneddyl inh,Scp-1 inhibitor,Rpn11 block,TbMetRS inhib,LMPTP block,SUMO1 PPI mod,MsrA inhibitor,DNMT1 inh,STEP block,NadD inh
CCN(CCn1cccn1)C(=O)C1CCC(=O)N(CC2CCCCC2)C1 (centres undefined),-4,-4,i,0.2,-1.2,2,0.4,-2,2,-3
COc1ccc(CNC(=O)c2cc3cccc(OC)c3oc2=N)cc1,-5,-13,i,0.5,1.1,-20,-0.4,-3,0,1
CC(=O)Nc1sc(C)c(C)c1C(=O)Nc1ccc(C)cc1,4,-5,i,0.2,-0.3,1,-0.9,-1,0,-3
